# SRC1 TRFRET art – flags TR-FRET format artefacts in PPARgamma SRC-1 recruitment agonist screen. TR-FRET detection artefact counter-screen, emission ratio; stronger effect = higher value. TR-FRET ratio at 8 µM. actives 0.34% (n = 99,000). AID 1051; in the data active means TR-FRET ratio above about 2300; further: inactives centre near 1800; reference of the scale not given here
# SRC3 TRFRET art – counter-screen for PPARgamma SRC-3 recruitment agonists: TR-FRET artefact. PPARgamma/SRC-3 format; stronger effect = higher value. actives 0.39% (n = 99,000). TR-FRET ratio at 8 µM; in the data active means TR-FRET ratio above about 2000; further: inactives centre near 1600; reference of the scale not given here
# * marks the source's active call; other numbers are inactive results. Rows are unselected; overall some 0.65% were active at least once.
SMILES	SRC1 TRFRET art	SRC3 TRFRET art
CC[N+](CC)(CC=C(C)C)CC(=O)OC	1766	1628
COc1cc(/C=C/C(=O)O)cc(S(=O)(=O)N(CC(C)C)CC(C)C)c1OC	1794	1492
COc1ccccc1S(=O)(=O)Cc1ccc(C(=O)N2CCN(c3ccc(C)cc3)C(C)C2)o1 (stereo unspecified)	1918	1618
CCC(=O)Oc1ccc(NC(=O)CSCc2ccccc2)cc1	2080	1681
CCCN1C(=O)S/C(=C\c2ccc(N3CCOCC3)o2)C1=O	1714	1560
O=C(c1sc2cc([N+](=O)[O-])ccc2c1Cl)N1CCOCC1	1635	1539
COc1cc(OC)cc(C(=O)N[C@H](C(=O)OCC(=O)Nc2ccc(F)c(F)c2)C(C)C)c1	1857	1812
CC(C)NC(=O)COC(=O)/C=C/c1ccco1	1638	1640
COC(=O)C(CCSC)NS(=O)(=O)c1ccc(Cl)cc1 (stereo unspecified)	1449	1339
COCCNC(=O)c1ccccc1N(Cc1ccccc1)S(=O)(=O)c1ccc(C)cc1	1521	1506
COc1ccc(-c2ccn(-c3cccc(F)n3)n2)cc1	1773	1579
O=C(CCN1CCN(CCO)CC1)Nc1ccc(C2CCCC2)cc1	1771	1328
COc1cc(/C=C2/SC(=Nc3ccc(O)cc3)NC2=O)cc(OC)c1O	1522	1349
CCCCCc1ccc(OCCOCCn2c[n+](C)c3ccccc32)c(CCCCC)c1	1843	1497
CCn1c2ccccc2c2cc(NC(=O)COC(=O)C3CCC(=O)N3)ccc21 (stereo unspecified)	1715	1440
CCOC(=O)C1(Cc2ccccc2)CCN(Cc2ccc3c(c2)OCCO3)CC1	1910	1554
CCOC(=O)C(=O)Nc1cc(C(=O)OC)cc(C(=O)OC)c1	1838	1671
COc1ccccc1N(CC(=O)Nc1c(C)n(C)n(-c2ccccc2)c1=O)S(=O)(=O)c1ccc(C)cc1	1968	1702
O=C1NC(=Nc2ccc(F)cc2)CS1	1734	1524
COC(=O)C1=C(N)OC2=C(C(=O)CCC2)C1c1cccnc1 (stereo unspecified)	1807	1612
COc1ccc(/C=N/NC(=O)c2cccc(NC(=O)c3ccc(Cl)cc3)c2)c(OC)c1	1837	1553
CC(NC(=O)c1ccnn1C)C1CCCO1 (stereo unspecified)	1634	1608
CC1CCN(CC(=O)N2c3ccccc3CC2C)CC1 (stereo unspecified)	1832	1331
Cc1nnc(SCC(=O)NCC(=O)Nc2ccc(F)c(F)c2F)n1Cc1ccccc1	1668	1328
O=C(Cn1c(=O)c2sccc2n(Cc2cccc([N+](=O)[O-])c2)c1=O)NCCc1ccccc1	1824	1460
CCc1nnc(NC(=O)c2cc(-c3ccccn3)nc3ccccc23)s1	1818	1789
CCOC(=O)c1c(C)[nH]c(C(=O)COC(=O)CCS(=O)(=O)c2ccc(C)cc2)c1C	1678	1638
COc1ccc(OCC(=O)Nn2c(-c3ccc(OC)cc3)nc3ccccc3c2=O)cc1	2045	1814
C=CCN1C(=O)NC(c2ccc(OC)cc2)(C(F)(F)F)S/C1=C(\C#N)c1nnc(N2CCOCC2)n1-c1ccccc1 (stereo unspecified)	1746	1583
Cc1cc(Cl)ccc1NC(=S)Nc1ccccn1	1790	1594
COc1ccc(C(=O)NC(Cc2ccc(OC(=O)c3ccc(OC)cc3)cc2)C(=O)O)cc1 (stereo unspecified)	1465	1559
Cc1cc(C)c2cc(CN(CCCN(C)C)C(=S)NCc3ccccc3)c(=O)[nH]c2c1	1932	1666
COc1ccc(C(=O)NCc2nnc(SCC(=O)Nc3nc4ccccc4s3)o2)cc1	1602	1675
COc1cccc2cc(C(=O)Oc3ccc(NC(C)=O)cc3)c(=O)oc12	1591	1440
CC1=Nc2ccccc2/C1=C/c1nc(-c2ccc(C)s2)oc1O	1830	1650
CCCCc1nc2cc(Cl)ccc2o1	1898	1815
CCc1cc2cc(OC)ccc2nc1SCC(=O)Nc1cc(OC)c(OC)cc1C(=O)O	1508	1516
CCCCCCCNC(=O)CC(NS(=O)(=O)c1ccc(NC(C)=O)cc1)C(C)C (stereo unspecified)	1912	1370
CC(=O)Nc1ccc2nc(NC(=O)COc3ccccc3)sc2c1	1936	1809
C/C(=N\NC(=O)C1CC1(C)c1ccccc1)c1ccco1 (stereo unspecified)	1557	1479
C/C=C(/C)C(=O)O[C@@H]1c2c(ccc3ccc(=O)oc23)O[C@@H]1C(C)(C)OC(C)=O	1732	1587
Cc1ccc(C)c(OCCCC(=O)Nc2ccccc2C(N)=O)c1	1704	1700
CC(C)c1nc2ccc(Br)cn2c1NC1CCCC1	1817	1615
Cc1c(C(N)=O)c(-c2ccccc2)nn1-c1ccccc1	1756	1654
COc1cc(NC(=S)N2CCCC(C)C2)cc(OC)c1OC (stereo unspecified)	1764	1556
Cc1c(Cl)cccc1NC(=O)CNc1cccc(C(F)(F)F)c1	1502	1363
CCOc1cc(C#N)c(NC(=O)c2ccnn2C)cc1OCC	1929	1494
N#C/C(=C/c1ccc2c(c1)OCO2)C(=O)Nc1ccc(O)cc1	1873	1477
O=C(O)c1ccc2nc(C(F)(F)F)[nH]c2c1	1850	1483
C=CCNC(=O)/C(C#N)=C/c1cc(Br)ccc1OC	1842	1680
O=C(CCC(=O)NC1CCCCC1)N/N=C/c1ccncc1	1837	1704
CCNc1nc(ON=C(C)C)nc(N(C)C)n1	1892	1548
COc1ccc2c(c1)C=C([C@@H]1C[C@H]3CN(c4ccccc4)C(=O)[C@]34CCCN14)CO2	1763	1348
CN(C(=O)CCc1nc(-c2ccccc2F)no1)c1ccccc1	1930	1679
COc1ccccc1NC(=O)CCC(=O)N(Cc1ccc(OC)c(OC)c1)c1nccs1	1760	1656
Cc1cccc(C)c1NC(=O)CSc1ccc([N+](=O)[O-])cn1	1683	1504
NC12CC3CC(C1)CC(CC(=O)O)(C3)C2	1759	1444
O=C(N/N=C/C=C/c1ccccc1)NC1CCCCC1	1873	1738
CC(NS(=O)(=O)c1ccccc1)C(=O)NCCc1ccccn1 (stereo unspecified)	1988	1687
Cc1cc(/C([O-])=C(/C(=S)Nc2ccc(F)cc2)[n+]2ccccc2)c(C)n1Cc1ccccc1Cl	2099	1699

# Sorted by length of the SMILES (smallest number first): some entries from above.
SMILES	SRC1 TRFRET art	SRC3 TRFRET art
CCNc1nc(ON=C(C)C)nc(N(C)C)n1	1892	1548
CC(C)c1nc2ccc(Br)cn2c1NC1CCCC1	1817	1615
O=C(O)c1ccc2nc(C(F)(F)F)[nH]c2c1	1850	1483
C=CCNC(=O)/C(C#N)=C/c1cc(Br)ccc1OC	1842	1680
CCOc1cc(C#N)c(NC(=O)c2ccnn2C)cc1OCC	1929	1494
Cc1c(C(N)=O)c(-c2ccccc2)nn1-c1ccccc1	1756	1654
CC(NS(=O)(=O)c1ccccc1)C(=O)NCCc1ccccn1 (stereo unspecified)	1988	1687
Cc1c(Cl)cccc1NC(=O)CNc1cccc(C(F)(F)F)c1	1502	1363
N#C/C(=C/c1ccc2c(c1)OCO2)C(=O)Nc1ccc(O)cc1	1873	1477
COc1ccccc1NC(=O)CCC(=O)N(Cc1ccc(OC)c(OC)c1)c1nccs1	1760	1656
C/C=C(/C)C(=O)O[C@@H]1c2c(ccc3ccc(=O)oc23)O[C@@H]1C(C)(C)OC(C)=O	1732	1587
Cc1cc(/C([O-])=C(/C(=S)Nc2ccc(F)cc2)[n+]2ccccc2)c(C)n1Cc1ccccc1Cl	2099	1699

# The list goes on:
SMILES	SRC1 TRFRET art	SRC3 TRFRET art
COc1ccccc1OS(=O)(=O)c1ccc(NC(C)=O)cc1	2152	1739
CCC(C)NCCCCOc1ccc(Cl)cc1C (stereo unspecified)	1583	1393
Fc1ccc2nc(Nc3ccccc3)sc2c1	1764	1553
COc1cccc(/C=N/NC(=O)C(=O)N/N=C/c2cccc(OC)c2OC)c1OC	1534	1505
CC(CC(=O)O)CC1=NS(=O)(=O)c2ccccc2N1 (stereo unspecified)	1650	1396
COc1ccc(/C(N)=N/OC(=O)c2ccco2)cc1	1798	1737
CCN(CC)S(=O)(=O)c1cccc(-c2nnc(SCCOc3ccccc3C)o2)c1	1959	1821
CC(C)NCc1nnc(-c2ccccc2Cl)o1	1753	1393
CCN1CCN(C(=S)Nc2cccc(Cl)c2)CC1	1816	1676
O=C(CC1(O)C(=O)N(CCc2ccccc2)c2ccccc21)c1ccco1 (stereo unspecified)	1606	1570
C/C(=N/NC(=O)c1ccoc1C)c1cccc(NC(=O)C2CC2)c1	1934	1744
CCS(=O)(=O)N1Cc2ccccc2CC1C(=O)Nc1nnc(SCc2ccc(F)cc2)s1 (stereo unspecified)	2055	1762
O=C(CCCNS(=O)(=O)c1cccs1)N1CCc2ccccc2C1	1999	1794
O=C(NNC(=O)c1ccccc1-c1ccccc1C(=O)O)c1cccc([N+](=O)[O-])c1	1794	1719
O=Cc1cc([N+](=O)[O-])ccc1N1CCOCC1	1711	1641
CCOC(=O)c1ccc(-n2c(O)c(/C=N/NC(=O)C3COc4ccccc4O3)c3ccccc3c2=O)cc1 (stereo unspecified)	1611	1643
OC(COCc1cccs1)CN1CCN(c2cccc(C(F)(F)F)c2)CC1 (stereo unspecified)	1826	1500
CCCCN(CCCC)C(=O)c1cc(Cl)ccc1[N+](=O)[O-]	1841	1471
O=C(c1ccc(N2CCN(CCO)CC2)nc1)N1CCOCC1	1763	1691
NC(=O)CN1C(=O)C(O)(CC(=O)/C=C\c2ccc3c(c2)OCO3)c2ccccc21 (stereo unspecified)	1877	1480

# (continued)
SMILES | SRC1 TRFRET art | SRC3 TRFRET art
O=c1c(Br)c(N2CCCCC2)cnn1-c1ccccc1 | 1959 | 1553
CS(=O)(=O)NCCNc1ccc(Cl)cc1[N+](=O)[O-] | 1932 | 1685
COC(=O)C1(C(=O)OC)NOC2C(=O)N(N(C)c3ncc(C(F)(F)F)cc3Cl)C(=O)C21 (stereo unspecified) | 1556 | 1439
COC(CC(=O)NNC(=S)Nc1ccc(Cl)cc1)OC | 1744 | 1555
COc1cccc(CNC(=O)C2CCCN(S(C)(=O)=O)C2)c1 (stereo unspecified) | 1815 | 1705
Cc1cc(SCC(=O)N(C)C2CCS(=O)(=O)C2)nc2c(C)cccc12 (stereo unspecified) | 1596 | 1733
CC(=O)Nc1ccc(NC(=S)NC(=O)c2cc3ccccc3o2)cc1 | 1983 | 1718
Cc1ccc(C2(c3ccc(C)cc3)CC2C(=O)NCc2cccnc2)cc1 (stereo unspecified) | 1676 | 1451
O=C(COC(=O)/C=C/c1ccco1)Nc1ccccc1 | 2025 | 1640
Cc1cc(C(=O)CN2C(=O)C(=O)N(C3CCCC3)C2=O)c(C)n1-c1ccc(F)cc1 | 1912 | 1719
CCC(C(=O)OCCN(CC)CC)c1ccccc1 (stereo unspecified) | 1627 | 1754
OC(COCC1COc2ccccc2O1)CN1CCCCC1 (stereo unspecified) | 1700 | 1748
CS(=O)(=O)Nc1ccc(C2=NN(S(C)(=O)=O)C(c3ccccc3)C2)cc1 (stereo unspecified) | 1918 | 1549
COC(=O)c1cn(Cc2ccccn2)c(=O)c2ccccc12 | 1634 | 1607
COc1cc(C(=S)N2CCN(C)CC2)ccc1OCC(=O)NCc1ccccc1 | 1859 | 1383
Cc1ccnc(NC(=O)CSc2nnc3c(n2)[nH]c2ccccc23)c1 | 1914 | 1580
CCc1ccc(C2CC(c3ccc(C)cc3)Nc3nc(N)nn32)cc1 (stereo unspecified) | 1842 | 1751
CC(C)(C)c1ccc(C(=O)N/C(=C/c2cccs2)C(=O)NCc2ccco2)cc1 | 1635 | 1587
CC(C)C(NC(=O)OCc1ccccc1)C(=O)NC1CCCCC1 (stereo unspecified) | 1982 | 1934
CC(=O)Nc1ccccc1-c1nc2ccccc2nc1OCC(=O)c1ccc(Cl)cc1 | 1865 | 1619
COCCN(CC(=O)NC1CCCCC1)C(=O)CCCC(=O)Nc1ccccn1 | 1477 | 1468
O=C(Nc1ccc2c(c1)OCO2)Nc1ccc2c(c1)OCO2 | 1957 | 1442
COc1ccccc1CNC(=O)CNCC1CCCO1 (stereo unspecified) | 1769 | 1608
O=C(CCc1nnc(C2CCCCC2)o1)NCc1ccc(F)c(F)c1 | 1644 | 1710
N#CCCN(Cc1cccnc1)C(=O)c1sc2cc(F)ccc2c1Cl | 1841 | 1605
CCO[C@@H]1OC(C(=O)NC2CC2)=C[C@H](c2ccccc2)[C@H]1CCCO | 1865 | 1425
CCOC(=O)CSc1ncnc2c1c(-c1ccccc1)cn2-c1ccc(OC)cc1 | 1658 | 1331
Clc1nc2ccccc2cc1-c1nnn(-c2ccccc2)n1 | 1624 | 1679
C=CCn1c(C)cc(C(=O)COC(=O)c2ccc(N)c([N+](=O)[O-])c2)c1C | 1935 | 1442
CCOc1cc(/C=N/NC(=O)c2ccc(CSc3nncn3C)cc2)ccc1OCC(=O)N1CCOCC1 | 1625 | 1575
C=C(C)CNC(=S)N/N=C/C1=CCC2CC1C2(C)C (stereo unspecified) | 1921 | 1697
CC1CCCN(C(=O)c2ccccc2OC2CCN(S(C)(=O)=O)CC2)C1 (stereo unspecified) | 1819 | 1518
CC(=O)Cc1nsc(NC(=O)c2ccc(-c3cccc(Cl)c3)o2)n1 | 1539 | 1487
CC(=O)c1ccc(Oc2nc(-c3cccnc3)nc3ccccc23)cc1 | 1732 | 1686
COc1ccc2[nH]c3c(c2c1)CCNC3C1CC=C(C)CC1 (stereo unspecified) | 1611 | 1550
CN(CC(=O)Nc1ccc(Cl)cc1)CC(=O)Nc1ccc(C(N)=O)cc1 | 1816 | 1488
COC(=O)c1cc(COC(=O)c2nc3nccc(C)n3n2)oc1C | 1786 | 1468

# A few values from the list:
# Entry for CC(=O)Cc1nsc(NC(=O)c2ccc(-c3cccc(Cl)c3)o2)n1 in SRC3 TRFRET art: 1487
# Entry for COc1ccc2[nH]c3c(c2c1)CCNC3C1CC=C(C)CC1 (stereo unspecified) in SRC3 TRFRET art: 1550
# Entry for CCO[C@@H]1OC(C(=O)NC2CC2)=C[C@H](c2ccccc2)[C@H]1CCCO in SRC1 TRFRET art: 1865

# Record cards, from the list above. Order of screens: SRC1 TRFRET art | SRC3 TRFRET art
# Shown for CC(=O)Cc1nsc(NC(=O)c2ccc(-c3cccc(Cl)c3)o2)n1 : 1539 | 1487
# Shown for CCOc1cc(/C=N/NC(=O)c2ccc(CSc3nncn3C)cc2)ccc1OCC(=O)N1CCOCC1 : 1625 | 1575

# Assay outcomes as filed in PubChem.
